# High-throughput results from PubChem.
# D3 ag – qHTS of D3 Dopamine Receptor Agonist: qHTS; D(3) dopamine receptor (Homo sapiens), P35462; D3R DiscoveRx beta-arrestin cells, luminescence, 90 min; max activation, %; hit rate 0.58% among 410,000; AID 652048, 2013; in the data active means max activation above about 30%; further: 0% is about no effect; mostly tested at two doses, the higher about 12 µM
# Target sequence (P35462 whole entry, looked up): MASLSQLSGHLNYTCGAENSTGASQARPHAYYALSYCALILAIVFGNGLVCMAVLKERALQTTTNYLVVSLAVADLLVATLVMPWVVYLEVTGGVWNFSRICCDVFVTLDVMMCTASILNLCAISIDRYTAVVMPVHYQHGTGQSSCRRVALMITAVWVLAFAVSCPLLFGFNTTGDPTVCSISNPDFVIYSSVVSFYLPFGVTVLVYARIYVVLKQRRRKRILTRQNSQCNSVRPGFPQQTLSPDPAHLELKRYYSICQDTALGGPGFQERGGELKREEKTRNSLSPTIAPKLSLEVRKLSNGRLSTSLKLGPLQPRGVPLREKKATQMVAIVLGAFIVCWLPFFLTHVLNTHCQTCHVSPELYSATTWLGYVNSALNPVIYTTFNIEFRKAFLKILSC
#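 Agonist mode: compounds and dopamine controls were applied to plated cells for 90 min at 37 degrees C after an overnight attachment at 1500 cells/well. Luminescent read-out followed 30 - 60 minutes at room temperature with DiscoveRx detection reagent.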
# HT1080 IDH1KD tx – qHTS for induction of synthetic lethality in tumor cells producing 2HG: qHTS for the HT-1080-IDH1KD cell line. HT-1080 IDH1 knockdown viability, ATP luminescence, 48 h. Potency, µM (titrated, usually from 46.1 µM), for inactives: top-dose activity, negative = toxicity, most hits filed as cytotoxic. hit rate 2% among 360,000. AID 686971, 2013;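 further: potency means the concentration at half of the fitted maximal effect; 0% = DMSO wells and -100% = cell-free medium wells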
#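 % activity derives from luminescence (CellTiter-Glo), normalised to DMSO and no-cell wells. HT-1080-IDH1KD cells, 750/well, had 48 h compound exposure at 37 °C.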
# SW480 rereplic – A quantitative high throughput screen for small molecules that induce DNA re-replication in SW480 colon adenocarcinoma cells; hit rate 1.8% among 340,000; Potency, µM (doses to about 46.1 µM), for inactives: top-dose re-replication activation, usual class: activators; SW480 DNA re-replication, Hoechst DNA content imaging, 48 h; further: potency means the concentration at half of the fitted maximal effect; % of control where 0% means no effect; nearly all actives have a fitted effect of over 55% in size
#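 Cells (250 per well) received 23 nL compound or DMSO by pin tool and were kept 48 hr at 37 C, 5% CO2. Nuclei were then stained with Hoechst for 40 min and scanned for DNA content.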
# DRD3 antagonist – qHTS of D3 Dopamine Receptor Antagonist: qHTS. D(3) dopamine receptor (Homo sapiens), P35462. D3R cells, DiscoveRx beta-arrestin luminescence, antagonist mode; stronger effect = lower value. max response, negative = inhibition, %. hit rate 2.5% among 360,000. AID 652054, 2013; in the data active means max response below about -50%; inconclusive means no clear call, values can overlap the other calls; further: on the % scale 0 is the no-effect control and ±100 the full control effect; mostly tested at two doses, the higher about 12 µM
#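 Cells plated overnight at 1500 cells/well, then exposed to library compounds with dopamine controls for 90 minutes at 37 degrees C. DiscoveRx reagent added for 30–60 minutes at room temperature; luminescence read, quantitative HTS format.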
# HT1080-NT tox – qHTS for induction of synthetic lethality in tumor cells producing 2HG: qHTS for the HT-1080-NT fibrosarcoma cell line; HT-1080-NT fibrosarcoma viability, CellTiter-Glo ATP luminescence, 48 h; Potency, µM (titrated, usually from 46.1 µM), inactives show top-dose activity, negative = less viability, actives largely listed as cytotoxic; hit rate 1.6% among 360,000; AID 686970, 2013;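 further: NT is the 2HG producing partner of a matched IDH1 knockdown line; potency means the concentration at half of the fitted maximal effect; 0% = DMSO-treated cells and -100% = media-only wells without cells; nearly all actives have a fitted effect of over 55% in size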
#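 HT-1080-NT; 750 cells/well; 5% FBS RPMI; 48 h compound, 37 degrees C; CellTiter-Glo luminescence; curve fitting and curve-class assignment.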
# KB-V1 cytotox – qHTS assay for MDR1-selective chemotherapeutics: Primary screen using the drug-selected MDR subline cells KB-V1. hit rate 3.4% among 400,000. AID 1347076, 2019. KB-V1 MDR cells viability, CellTiter-Glo, 72 h. Potency, µM (highest dose often 46.1 µM), inactives show top-dose activity change, negative = cytotoxicity, usual class: cytotoxic; further: potency means the concentration at half of the fitted maximal effect; on the % scale 0 is the no-effect control and ±100 the full control effect; nearly all actives have a fitted effect of over 60% in size
#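 qHTS viability screen in drug-selected KB-V1 MDR cells: 72 h compound treatment at 37 degrees C, ATP luminescence end point.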
# IL1B secr inh – qHTS for Inhibitors of Inflammasome Signaling: IL-1-beta AlphaLISA Primary Screen; THP-1 LPS/ATP IL-1B secretion, AlphaLISA, 16 h; stronger effect = lower value; activity change, % at 57.5 µM; hit rate 4.7% among 360,000; AID 743279, 2014; in the data active means activity change below about -50%; inconclusive means mostly about -30% to -49%; further: on the % scale 0 is the no-effect control and ±100 the full control effect
#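 Secreted IL-1B measured by AlphaLISA bead assay after 16 h compound exposure of THP-1 cells; compounds (final up to 57.5 uM) added 1 h before LPS (250 ng/mL) and ATP (1.25 mM) stimulation; lower signal means less secretion.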
# GLP1R ag – qHTS of GLP-1 Receptor Agonists | Glucagon-like peptide 1 receptor (Homo sapiens), P43220 | HEK293 GLP-1R CRE-luciferase, luminescence, 4-6 h; cells express a hypersensitive GLP-1R form | Potency, µM (titrated, usually from 45.6 µM), without a hit: at the top dose activation, usual class: activators | hit rate 0.007% among 380,000; further: potency means the concentration at half of the fitted maximal effect; % of control where 0% means no effect
# Target sequence (P43220 whole entry, looked up): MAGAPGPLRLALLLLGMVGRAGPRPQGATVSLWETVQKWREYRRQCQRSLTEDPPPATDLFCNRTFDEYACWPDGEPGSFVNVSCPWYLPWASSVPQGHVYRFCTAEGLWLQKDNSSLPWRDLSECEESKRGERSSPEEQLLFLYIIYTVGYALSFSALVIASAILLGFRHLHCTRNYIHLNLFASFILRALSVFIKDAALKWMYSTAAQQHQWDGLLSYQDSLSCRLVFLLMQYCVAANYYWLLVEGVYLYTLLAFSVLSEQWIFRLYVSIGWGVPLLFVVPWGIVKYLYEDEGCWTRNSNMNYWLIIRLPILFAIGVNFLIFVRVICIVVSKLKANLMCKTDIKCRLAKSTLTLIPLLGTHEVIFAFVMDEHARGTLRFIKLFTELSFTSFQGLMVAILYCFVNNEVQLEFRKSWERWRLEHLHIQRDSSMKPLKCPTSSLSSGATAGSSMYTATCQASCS
# KB-3-1 tox – qHTS assay for MDR1-selective chemotherapeutics: Primary screen using the parental adenocarcinoma cell KB-3-1 | Potency, µM (top dose mostly 46.1 µM), for inactives: at the top dose activity change, negative = cytotoxic, most hits filed as cytotoxic | hit rate 1.4% among 400,000 | KB-3-1 viability, CellTiter-Glo ATP luminescence, 72 h; further: potency means the concentration at half of the fitted maximal effect; on the % scale 0 is the no-effect control and ±100 the full control effect; nearly all actives have a fitted effect of over 60% in size
#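 Parental KB-3-1 viability, qHTS format: 72 h compound exposure, 37 °C; CellTiter-Glo; media-only wells and DMSO plates as controls; concentration-effect fits on corrected data.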
# Numbers without * were called inactive; ? = inconclusive; · = no result given; & = joins results of further samples; [ ] = another dose, or the depositor's remark. Unless noted, the call rests on the fitted dose curve; in most records, active means well fitted curve in the direction sought with a large enough effect; inconclusive means small, poorly fitted or top-dose-only effect, or another doubt; inactive means no such curve, though single readings can be large; an effect the other way counts as inactive or inconclusive.
SMILES,D3 ag,HT1080 IDH1KD tx,SW480 rereplic,DRD3 antagonist,HT1080-NT tox,KB-V1 cytotox,IL1B secr inh,GLP1R ag,KB-3-1 tox
O=C(CN(C1CCCCC1)S(=O)(=O)c1ccccc1)N1CCCC1,-2,11%,-2%[9.22 µM],0,8%,1%,3,0%,17%
O=C(NCC(=O)N1CCN(c2cccc(Cl)c2)CC1)c1ccc(Br)o1,2,3%,?,8,-2%,-20%,-20,-3%,-12%
O=C(CSc1nnc(Cn2cnc3ccccc32)o1)Nc1cccc2ccccc12,1,9%,0%,-2,34%,5%,18,-5%,6%
COC(=O)c1ccccc1NC(=O)c1cc2ccccc2o1,2,7%,3%,2,15%,-3%,38,12%,2%
Cc1csc(N2CCCC2c2nc3cc(C(F)(F)F)ccc3n2CCOCCO)n1 (stereo not drawn),-15,-26%,8%,13,0%,-15%,-15,-3%,-19%
COc1ccc(C(C(=O)NCc2ccc(F)cc2)N(C(=O)c2csnn2)C2CC2)cc1 (stereo not drawn),-1,12%,2%,1,14%,-3%,-13,5%,?
CCN(CC)CC(C(=O)N(CC)CC)P(=O)(c1ccccc1)c1ccccc1 (stereo not drawn),2,13%,-4%,-11,13%,13%,14,-1%,0%
CC(C)Cn1c(O)c2ccc(C(=O)N=NC(=O)c3cccnc3)cc2c1O,-4,-7%,-3%,8,2%,15%,13,-1%,0%
CCOC(=O)Nc1ccc2c(c1)N(CCCN(C)C)c1ccccc1CC2,-10,-4%,-8%,-26,-25%,-6%,-10,-6%,-5%
CCOc1ccc(-n2c(-c3ccc(OC)cc3)c[n+]3c2CCCCC3)cc1,6,3.7µM*,?,10,?,-2%,-70*,-4%,2.1µM*
CC1Cn2c(nc(=O)c3c2NCN(CCc2ccccc2)C3)S1 (stereo not drawn),4,16%,7%[1.84 µM],21,14%,-13%,11,0%,4%
Cn1c(SC/C=C/c2ccccc2)nnc1-c1cnccn1,-7,2%,-9%,-22,-1%,1%,2,-1%,9%
Nn1c(Nc2ccccc2)nc2ccccc2c1=O,-12,1%,-1%[9.22 µM],7,-8%,3%,-18,17%,1%
CCc1ccc(NC(=O)Cn2c(=O)n(CCC(=O)NCCc3ccc(OC)c(OC)c3)c(=O)c3ccccc32)cc1,2,·,·,·,·,16%,·,0%,-2%
O=C1CCN(c2ccc([N+](=O)[O-])cc2F)CC1,0,0%,0%,-3,6%,-2%,9,9%,-9%
COC(=O)c1sc(S(=O)(=O)NC(Cc2ccccc2)C(=O)O)c(C(=O)OC)c1C (stereo not drawn),-5,12%,2%,1,3%,-2%,13,-6%,-4%
O=C(/C=C/c1cccs1)N1CCC2(CC1)Oc1ccc(Cl)cc1C(=O)C21CC(c2ccccc2)=NO1 (stereo not drawn),-24,5%,8%,3,12%,10%,0,-3%,20%
CCn1c(=N)n(CC(=O)c2ccc(OC)c(OC)c2)c2ccccc21,-9,?,-5%,17,2%,13µM*,2,6%,21%
COc1ccc(-c2nc(SCC(=O)Nc3nccs3)c(-c3ccc(Cl)cc3)[nH]2)cc1,5,?,11%,11,?,?,-23,-3%,?
O=C(NNC(=O)c1c(O)c2ccccc2[nH]c1=O)c1ccccc1,-2,2%,?,-5,5%,0%,0,1%,?
Cc1cc(C)n2nc(C(=O)NNC(=O)c3ccccc3)nc2n1,7,15%,-12%,-11,12%,-1%,4,2%,-2%
O=C(COC(=O)CCC1CCCC1)Nc1ccc(F)cc1Cl,5,1%,6%,-12,2%,0%,-17,-5%,2%
CCN1CCN(CC(=O)Nc2ccc3c(c2)OCCO3)C(=O)C1=O,6,-1%,-1%,-13,-2%,7%,0,-2%,-1%
COC(=O)C1(C(=O)OC)Cc2ccccc2N(S(=O)(=O)c2ccc(C)cc2)C1CC(C)=O (stereo not drawn),4,-7%,·,17,-1%,?,27,·,-6%
CSCCC(NC(=O)c1ccccc1Cl)C(=O)NCCc1ccccn1 (stereo not drawn),2,7%,-5%,-15,5%,-8%,13,0%,5%
CO[C@@]1(NC(=O)C2SC(=C(C(N)=O)C(=O)O)S2)C(=O)N2C(C(=O)O)=C(CSc3nnnn3C)CS[C@@H]21 (stereo partly drawn),1&11,-1%,-118%[inhibitor],-3,21%,14%,10,18%,0%
COCC(C)NC(=O)c1ccc2nc(-c3ccccc3)c(-c3ccccc3)nc2c1 (stereo not drawn),3,-9%,-9%,23,3%,?,-2,1%,0%
O=C(Cc1ccccc1)CC1(O)C(=O)Nc2ccccc21 (stereo not drawn),-1,-5%,-3%,9,-17%,-3%,0,-1%,-4%
CCNC(=S)N1CCN(CC)CC1,-6,19%,0%,-30,23%,7%,-2,1%,-1%
Cc1cc(O)c(N=Cc2cc3c(cc2[N+](=O)[O-])OCO3)cc1C,3,-12%,?,-1,0%,14%,24,5%,-2%
Cc1cccc(C)c1NC(=O)CN(C)C(=O)c1ccccc1C(=O)N(C)Cc1ccccc1,-6,-9%,-14%,2,2%,-2%,12,7%,-12%
COc1ccc(CN2[C@@H](CC(C)=O)c3ccc(/C=C/C(C)=O)cc3S2(=O)=O)cc1,-4,?,?,-2,?,?,-102*,-1%,?
O=[N+]([O-])c1cc(/C=N/O)ccc1N1CCCC1,4,-14%,12%,1,-10%,?,2,12%,?
CC(=O)NC(Cc1ccc(F)cc1)C(=O)O (stereo not drawn),0,3%,-7%,-7,12%,2%,16,-5%,3%
O=C(NCC(=O)N(c1cnc2ccccc2c1)C(C(=O)NC1CCCC1)c1ccncc1)c1ccco1 (stereo not drawn),-10,14%,-1%,-7,9%,27%,11,-5%,-2%
COc1cccc(-c2sc3ccc(OC)cc3c2-c2cc(F)cc(OC)c2)c1,7,10%,-19%[9.22 µM],8,2%,-10%,13,-4%,-3%
Cc1ccc(NC(=O)CN2C(=O)C3(SCC(=O)N3c3ccc(F)c(F)c3)c3ccccc32)c(C)c1 (stereo not drawn),5,·,·,·,·,-18%,·,4%,-5%
Cc1ccsc1CN(C)CC(=O)Nc1ccccc1C(=O)NC1CC1,2,7%,3%,23,-1%,-4%,14,-1%,15%
Oc1ccc(C[C@@H]2CNCCN2CCC23CC4CC(CC(C4)C2)C3)cc1,-1,23µM*,13%,10,?,-6%,-11,10%,0%
CC(C)C[C@H]1CNC(=S)N1C[C@H]1CCCN1C[C@H](Cc1ccc(O)cc1)N1C[C@H](Cc2ccccc2)N(CC2CCCCC2)C1=S,-7,-4%,·,-10,-19%,?,-16,-3%,?
COc1ccc(F)c(C2C(C#N)=C(N)Oc3n[nH]c(C(C)(C)C)c32)c1 (stereo not drawn),-2,-23%,-6%,-8,-3%,20%,-10,0%,-1%
COCC#Cc1ccc2c(c1)O[C@@H](CN(C)C(=O)Nc1ccc(OC)cc1)[C@H](C)CN([C@H](C)CO)S2(=O)=O,6,13%,·,0,5%,0%,13,-2%,-2%

# Reprinted from the entries so far, nine compounds:
SMILES,D3 ag,HT1080 IDH1KD tx,SW480 rereplic,DRD3 antagonist,HT1080-NT tox,KB-V1 cytotox,IL1B secr inh,GLP1R ag,KB-3-1 tox
O=C(NNC(=O)c1c(O)c2ccccc2[nH]c1=O)c1ccccc1,-2,2%,?,-5,5%,0%,0,1%,?
Cc1cc(C)n2nc(C(=O)NNC(=O)c3ccccc3)nc2n1,7,15%,-12%,-11,12%,-1%,4,2%,-2%
O=C(COC(=O)CCC1CCCC1)Nc1ccc(F)cc1Cl,5,1%,6%,-12,2%,0%,-17,-5%,2%
CCN1CCN(CC(=O)Nc2ccc3c(c2)OCCO3)C(=O)C1=O,6,-1%,-1%,-13,-2%,7%,0,-2%,-1%
COC(=O)C1(C(=O)OC)Cc2ccccc2N(S(=O)(=O)c2ccc(C)cc2)C1CC(C)=O (stereo not drawn),4,-7%,·,17,-1%,?,27,·,-6%
CSCCC(NC(=O)c1ccccc1Cl)C(=O)NCCc1ccccn1 (stereo not drawn),2,7%,-5%,-15,5%,-8%,13,0%,5%
CO[C@@]1(NC(=O)C2SC(=C(C(N)=O)C(=O)O)S2)C(=O)N2C(C(=O)O)=C(CSc3nnnn3C)CS[C@@H]21 (stereo partly drawn),1&11,-1%,-118%[inhibitor],-3,21%,14%,10,18%,0%
COCC(C)NC(=O)c1ccc2nc(-c3ccccc3)c(-c3ccccc3)nc2c1 (stereo not drawn),3,-9%,-9%,23,3%,?,-2,1%,0%
O=C(Cc1ccccc1)CC1(O)C(=O)Nc2ccccc21 (stereo not drawn),-1,-5%,-3%,9,-17%,-3%,0,-1%,-4%
